BCR signal inh: qHTS Assay to Find Inhibitors of Chronic Active B-Cell Receptor Signaling; actives 0.05% (n = 340,000); Potency, µM (doses to about 46.1 µM), inactives show at the highest dose ratio change, negative = lower green/red ratio, hits mostly inhibitors; ABC-DLBCL IkBa-CBG/CBR reporter, luminescence ratio, 4 h; active = well fitted inhibition curve with a large enough effect in the signal ratio, with a control signal flat, not every such curve was filed as active; inconclusive = small, poorly fitted or top-dose-only effect, or effect the other way, or a change in a side signal; the % refers to the signal ratio;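 also: potency is read from the fitted curve at half-maximal effect; plate controls were basal doxycycline-induced cells for no effect and cells given 10 µM MG132 for full effect; MG132 reads +100%, hits lower the ratio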
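TMD8 human ABC-DLBCL cells with doxycycline-inducible IκBα–green luciferase fusion and unfused red luciferase, in 0.5% FBS medium; compounds up to 46 uM, 4 h at 37C. Green/red luminescence ratio, filter-overlap corrected, fitted to concentration-response curves.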
uPA surface inh: qHTS for Inhibitors of Cell Surface uPA Generation. Potency, µM (doses to about 38.3 µM), for the others: at the highest dose activity change, negative = inhibition, hits mostly inhibitors. actives 0.31% (n = 330,000). cell surface uPA generation assay, qHTS; active = well fitted inhibition curve with a large enough effect; inconclusive = small, poorly fitted or top-dose-only effect; inactive = no such curve, though single readings can be large or run the other way; tested in mouse RAW 264.7 cells; also: potency is read from the fitted curve at half-maximal effect; % is scaled to controls: 0 for no effect and ±100 for the full control effect; nearly all actives have a fitted effect of over 55% in size
Tb PFK inh: qHTS Assay to Find Inhibitors of T. brucei phosphofructokinase. actives 0.17% (n = 330,000). ATP-dependent 6-phosphofructokinase (Trypanosoma brucei brucei), O15648. T. brucei PFK, ADP-Glo luminescence. AID 485367, 2010. Potency, µM (doses to about 57.5 µM), without a hit: top-dose activity, negative = inhibition, most hits filed as inhibitors;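 also: potency is read from the fitted curve at half-maximal effect; 0% = uninhibited 1x PFK enzyme wells and -100% = no-enzyme wells; nearly all actives have a fitted effect of over 60% in size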
Target sequence (O15648 whole entry, looked up): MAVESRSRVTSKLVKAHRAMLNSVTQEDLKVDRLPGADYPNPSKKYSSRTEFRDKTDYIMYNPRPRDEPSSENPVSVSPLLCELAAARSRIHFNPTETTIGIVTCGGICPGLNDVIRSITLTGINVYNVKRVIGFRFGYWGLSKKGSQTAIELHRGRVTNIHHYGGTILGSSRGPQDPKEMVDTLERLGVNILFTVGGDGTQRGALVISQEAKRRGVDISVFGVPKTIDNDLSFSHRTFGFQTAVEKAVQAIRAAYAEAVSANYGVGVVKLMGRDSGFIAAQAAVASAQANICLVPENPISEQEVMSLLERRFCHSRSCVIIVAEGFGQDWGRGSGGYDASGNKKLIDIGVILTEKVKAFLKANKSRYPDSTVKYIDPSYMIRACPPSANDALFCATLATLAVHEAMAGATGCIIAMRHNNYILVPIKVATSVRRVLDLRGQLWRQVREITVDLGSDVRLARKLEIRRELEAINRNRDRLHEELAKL
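PFK 1.25 nM, F6P 0.5 mM, ATP 0.1 mM, 0.1 M TEA pH 8.0, 5 mM MgCl2, 0.01% Tween20, 0.1% BSA; 45 min RT. ADP-Glo readout. qHTS titration up to 57 uM; curves fitted, compounds curve-classed.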
USP2a block: qHTS Assay for Inhibitors of Ubiquitin-specific Protease USP2a Using CHOP2 as the Reporter. USP2 core, Ub-CHOP2 coupled fluorogenic reporter, 485/531. Potency, µM (top dose mostly 38.3 µM), for inactives: at the top dose activity change, negative = inhibition, actives largely listed as inhibitors. actives 0.01% (n = 330,000). AID 463254, 2010;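 also: potency is read from the fitted curve at half-maximal effect; plate controls were DMSO wells for no effect and full inhibition by NEM control for full effect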
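USP2 core (10nM final) preincubated 30min RT with compound in 20mM Tris-HCl pH 8.0, 2mM CaCl2, 2mM beta-mercaptoethanol, 0.05% CHAPS; 25nM Ub-CHOP2 plus 25nM reporter substrate added, fluorescence (Ex485/Em531) read after 60min.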
TCR act: Activators of T cell receptors: qHTS campaign; primary human leukocytes, anti-CD3, IL-2 HTRF, 48 h; Potency, µM (top dose mostly 9.22 µM), without a hit: at the highest dose activation of IL-2 secretion, hits mostly activators; 330,000 tested, under 10 active; also: % of control where 0% means no effect
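Using a-CD3 beads without co-stimulation, primary human leukocytes were exposed to compounds for 48 hr. An HTRF IL-2 kit measured the cytokine, with europium-to-d2 energy transfer producing emission at 665nm upon 320nm excitation.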
TSHR antag: Antagonists of the Thyroid Stimulating Hormone Receptor: HTS campaign | TSHR-expressing cells, TSH-stimulated cAMP HTRF, 2 h; hits give low values | activity change, negative = inhibition, % at 11.5 µM | AID 504810, 2011 | actives 0.2% (n = 330,000) | Thyrotropin receptor (Homo sapiens), P16473;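 active = activity change below a set negative limit, meaning inhibition stronger than a set level, cut at about -70% in these data; inconclusive = activity change between two set negative limits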; also: % is scaled to controls: 0 for no effect and ±100 for the full control effect
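Inhibition of cAMP made by TSHR-expressing cells under TSH stimulation (4nM final, EC80; 2 h, 37 deg C) is quantified with a one-step lysis HTRF kit, anti-cAMP cryptate versus cAMP-d2.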
Eya2 phos inh: qHTS Assay for Inhibitors of the Phosphatase Activity of Eya2. recombinant Eya2, OMFP fluorescence dephosphorylation (OMFP is methylfluorescein phosphate). Potency, µM (top dose mostly 76.9 µM), for the others: top-dose activity, negative = inhibition, usual class: inhibitors. actives 0.006% (n = 330,000). AID 488837, 2010; also: potency is read from the fitted curve at half-maximal effect; % is scaled to controls: 0 for no effect and ±100 for the full control effect
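Eya2 (0.2 uM) preincubated 10 min at ambient with compound, then OMFP substrate added at 50 uM; 10 min reaction in 50 mM HEPES pH 7.5, 50 mM NaCl, 5 uM MgCl2, 0.05% BSA, 1 mM DTT. Fluorescence read at Ex 485/Em 525 nm.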
Mito fusion yeast: qHTS Assay for Small Molecule Inhibitors of Mitochondrial Division or Activators of Mitochondrial Fusion. Potency, µM (doses to about 46.1 µM), without a hit: at the highest dose growth rescue (activation), usual class: activators. S. cerevisiae fusion-defective mutant growth rescue, CellTiterGlo 48 h. actives 0.23% (n = 320,000);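 also: potency is read from the fitted curve at half-maximal effect; % of control where 0% means no effect; nearly all actives have a fitted effect of over 45% in size; temperature-sensitive fusion mutants such as fzo1-1 at 37 °C on non-fermentable ethanol glycerol medium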
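Temperature-sensitive fusion-defective S. cerevisiae (e.g. fzo1-1, mgm1-5) were grown with compound in YPEG medium (3% ethanol, 3% glycerol) for 48 hours at 37C. Growth rescue was measured as viability by CellTiterGlo luminescence after 10 minutes at ambient.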
TSG101-PTAP inh: qHTS Assay for Iinhibitors of HIV-1 Budding by Blocking the Interaction of PTAP/TSG101 | 340,000 tested, under 10 active | Potency, µM (series often up to 115 µM), for the others: at the top dose activity change, negative = inhibition, actives largely listed as inhibitors | AID 493005, 2010 | Tumor susceptibility gene 101 protein (Homo sapiens), Q99816 | Fluorescence polarization, FITC-PTAP peptide / Tsg101 binding; active = well fitted inhibition curve with a large enough effect in the main read-out, with a control signal flat, not every such curve was filed as active; inconclusive = small, poorly fitted or top-dose-only effect, or effect the other way, or a change in a side signal; inactive = no such curve, though single readings can be large or run the other way; also: potency is read from the fitted curve at half-maximal effect; % of control where 0% means no effect
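Compounds were pin-transferred onto Tsg101 binding domain (10 uM final) in HEPES pH 7.5 buffer, then FITC-PTAP peptide was added at 50 nM final. After 20 min at RT, polarization reported peptide displacement across a qHTS concentration series.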
B2AR arrestin: qHTS assay of beta-arrestin-biased ligands of beta2-adrenergic receptor; Potency, µM (doses to about 46.1 µM), for the others: at the highest dose activation, actives largely listed as activators; Beta-2 adrenergic receptor (Homo sapiens), P07550; beta-arrestin recruitment to beta2AR, cell-based reporter; actives 0.02% (n = 330,000);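 also: potency is read from the fitted curve at half-maximal effect; 0% = DMSO controls and full agonism = EC100 isoproterenol or metaproterenol; nearly all actives have a fitted effect of over 65% in size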
Target sequence (P07550 whole entry, looked up): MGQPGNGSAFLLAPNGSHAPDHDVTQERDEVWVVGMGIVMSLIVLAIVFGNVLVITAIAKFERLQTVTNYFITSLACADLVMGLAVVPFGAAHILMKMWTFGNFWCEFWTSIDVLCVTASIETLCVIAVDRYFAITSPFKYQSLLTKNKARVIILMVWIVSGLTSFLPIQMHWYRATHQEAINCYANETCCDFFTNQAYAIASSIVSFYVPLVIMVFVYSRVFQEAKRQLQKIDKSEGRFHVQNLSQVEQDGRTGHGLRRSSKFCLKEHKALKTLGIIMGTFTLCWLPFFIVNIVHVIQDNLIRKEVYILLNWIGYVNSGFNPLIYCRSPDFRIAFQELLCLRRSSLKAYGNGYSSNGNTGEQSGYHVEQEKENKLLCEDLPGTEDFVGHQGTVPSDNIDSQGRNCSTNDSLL
ELG1 repair inh: qHTS screen for small molecules that inhibit ELG1-dependent DNA repair in human embryonic kidney (HEK293T) cells expressing luciferase-tagged ELG1. Potency, µM (series often up to 46.1 µM), inactives show at the highest dose activity change, negative = inhibition, hits mostly inhibitors. AID 504467, 2011. actives 2.3% (n = 330,000). HEK293T ELG1-luciferase reporter, luminescence, 16 h; DNA damage induced by 5-fluorouridine; also: potency is read from the fitted curve at half-maximal effect; % is scaled to controls: 0 for no effect and ±100 for the full control effect; nearly all actives have a fitted effect of over 55% in size
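Luminescence from the luciferase reporter, measured 30 min after ONE-Glo reagent at room temperature, was the read-out. Beforehand, 2,000 cells per well were exposed for 16 hr at 37 °C to 5-fluorouridine together with compound or vehicle.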
The depositor's hits bear a star; ? = inconclusive; · = no result given; [ ] = another dose, or the depositor's remark. Unless noted, calls follow the shape of the dose curve; as a rule, active = well fitted curve in the direction sought with a large enough effect; inconclusive = small, poorly fitted or top-dose-only effect, or another doubt; inactive = no such curve, though single readings can be large; an effect the other way counts as inactive or inconclusive.

canonical_smiles	BCR signal inh	uPA surface inh	Tb PFK inh	USP2a block	TCR act	TSHR antag	Eya2 phos inh	Mito fusion yeast	TSG101-PTAP inh	B2AR arrestin	ELG1 repair inh
Cc1ccc(C2=NN(S(C)(=O)=O)C(c3ccc4c(c3)OCO4)C2)cc1 (configuration not stated)	?	-2%	-4%	0%	3%[46.1 µM]	2	-2%	-1%	7%	-0.2%	?
O=C(c1cc(F)ccc1F)C1CCCN(C(=O)c2ccc3nccnc3c2)C1 (configuration not stated)	0%	-1%	1%	-6%	-2%	-3	4%	-2%	-2%	-0.2%	13%
Cc1noc(C)c1C(=O)Nc1ccc(-n2ccc(C(F)(F)F)n2)cc1	-11%	-6%	8%	-1%	3%	-11	12%	25%	-1%	0.4%	10%
C[C@@]12C(=O)Nc3cc(Cl)ccc3C(=O)N1[C@H]1c3cc(Br)ccc3OC[C@@H]1[C@@H]2c1ccccc1	?	?	16%	1%	-1%	-12	-14%	?	-7%	4.3%	?
Cc1ccc(C(=O)NNC(=O)c2cc(C)nc3ccccc23)cc1	?	-2%	-1%	0%	0%	-1	-11%	-1%	-3%	0.2%	6%
CCOC(=O)c1nc(C)nc(Sc2n[nH]c(-c3ccccc3)n2)c1C	-14%	?	-1%	0%	0%	1	1%	0%	0%	0.2%	?
COc1ccc(-c2csc(NC(=O)CSCC(=O)Nc3cc(C)on3)n2)cc1OC	?	-1%	-9%	0%	10%	-8	13%	-1%	5%	0.2%	-29%
COc1ccc(C(=O)COC(=O)c2cc(=O)[nH]c3ccccc23)c(OC)c1	-1%	4%	-1%	1%	5%	-5	8%	-5%	-2%	0.2%	?
COc1cccc(C(=O)O/N=C(\N)CS(=O)(=O)c2ccccc2)c1	-14%	-19%	2%	0%	-1%	8	2%	-2%	-3%	-0.2%	?
Cc1c(/C=N/n2cnnc2)c2ccccc2n1CCOc1ccccc1	?	-13%	-21%	-3%	-10%	3	10%	4%	-2%	-0.2%	?
CC1CCC(C(C)C)C(OC(=O)C2=C3c4ccccc4S(=O)(=O)N3CC2)C1 (configuration not stated)	10%	2%	-3%	-1%	1%[46.1 µM]	-4	-1%	0%	0%	-0.6%	?
CC(=O)NCCC(=O)N1CCCC(N2CCN(c3cccc(Cl)c3)CC2)C1 (configuration not stated)	1%	1%	-1%	2%	-10%	2	2%	1%	-3%	0.6%	?
CS(=O)(=O)N(CC(=O)NCCSCc1cccc(Cl)c1)c1ccc(F)cc1	0%	2%	-4%	4%	3%	-7	6%	1%	-1%	-0.6%	-28%
CCOP(=O)(OCC)C(NC(=O)Nc1cccc(Cl)c1)C(N)=O (configuration not stated)	?	-3%	0%	4%	1%[46.1 µM]	14	-20%	0%	-5%	-0.7%	11%
O=C(CSc1n[nH]c(=O)n1Cc1ccco1)Nc1ccccc1Cl	-1%	-1%	-3%	0%	0%	18	9%	-2%	-3%	0.4%	-16%
O=C(Nc1ccc(F)cc1F)c1ccc2nc(N3CCOCC3)sc2c1	-13%	-7%	2%	-1%	2%	-4	1%	0%	-9%	0.2%	19%
O=C(NCc1cccc(C(F)(F)F)c1)c1cccc2c1C(=O)c1ccc(N3CCC(Cc4ccccc4)CC3)cc1S2(=O)=O	0%	-2%	-7%	?	-7%	23	32%	·	?	-0.8%	?
Cc1cc(C)c(NC(=O)CCc2c(C)noc2C)c(C)c1	?	5%	-1%	0%	-31%	-5	20%	-5%	-10%	-1.2%	7%
Cc1ccc(COCC(CC(C)C)N2CCN(C(=O)c3cccc(C(F)(F)F)c3)CCC2=O)cc1 (configuration not stated)	-5%	-2%	0%	0%	-7%	4	-9%	14%	6%	-0.2%	-6%
COc1cc(/C=N/NC(=O)c2ccc(CSc3nc4ccccc4[nH]3)cc2)cc(OC)c1OC	-15%	-7%	3%	1%	5%[46.1 µM]	13	-1%	14%	-2%	-0.8%	7.3µM*
Cc1ccc(N2C(=O)CCC2(C#N)c2ccccc2)cc1 (configuration not stated)	4%	5%	-1%	1%	3%	10	-1%	-1%	-3%	0.4%	18%
CCCOc1ccc(OCCn2nc(C(=O)O)c3ccccc3c2=O)cc1	-3%	-4%	-2%	-3%	4%	3	-13%	0%	-2%	0.4%	6%
Cc1cccn2c(=O)c(/C=C(\C#N)C(N)=O)c(N3CCN(Cc4ccc5c(c4)OCO5)CC3)nc12	-8%	-14%	2%	1%	2%[46.1 µM]	-5	2%	-7%	-7%	0.1%	?
CCN(CC)C(=O)CSc1ncnc2c1cnn2Cc1ccccc1	0%	-6%	-7%	0%	-2%	-6	-6%	5%	-6%	0.2%	?
CC(=O)NC(Cc1cccc(F)c1)C(=O)NC1CCN(c2ncccc2[N+](=O)[O-])CC1 (configuration not stated)	9%	-7%	1%	9%	2%	-3	-4%	-10%	1%	3.9%	-1%
CCn1c(=O)cc(OCC(=O)Nc2cccc(C)n2)c2ccccc21	-15%	-3%	-2%	3%	2%	-7	9%	0%	-4%	6.4%	4%
COc1ccc(C2Nc3ccccc3C(=O)N2NS(C)(=O)=O)cc1OC (configuration not stated)	4%	-2%	-26%	-1%	·	-1	-6%	-1%	0%	-0.2%	0%
O=C(C1CC(c2cccc(Br)c2)=NO1)N1CCc2ccccc2C1 (configuration not stated)	7%	·	5%	-5%	9%	-26	7%	-4%	0%	-0.2%	18%
Cc1cc(N/N=C/c2ccc([N+](=O)[O-])o2)nc2ccccc12	10%	-7%	3%	-1%	8%	-8	7%	3%	3%	0.1%	-25%
CC(C)Oc1cccc(C(=O)N2CCCC2)c1	0%	3%	0%	-2%	0%	-10	10%	-3%	-2%	-0.4%	-8%
O=C(COc1ccccc1)N1CCN=C1SCc1cccc(F)c1	-6%	-9%	1%	10%	11%	-3	12%	1%	0%	-0.4%	-4%
Cc1ccc(CN(c2ccc(C(=O)Nc3cccnc3)cc2)S(C)(=O)=O)cc1	?	·	1%	2%	-3%	-1	-27%	0%	-7%	-0.1%	-17%
O=C(Nc1ccc(-c2nc3ccccc3o2)cc1)c1cc(-n2cnnc2)ccc1Cl	?	-2%	4%	0%	0%[46.1 µM]	-14	0%	-2%	-5%	-0.3%	?
Cc1ccc(CC(=O)Nc2ccc(S(=O)(=O)N3CCOCC3)cc2)cc1	7%	6%	-11%	2%	-3%	9	-21%	5%	-10%	0.3%	-20%
CCN1CCN(c2ccc(S(=O)(=O)N3CCCCC3)cc2NC(=O)c2ccc(F)cc2)CC1	0%	-3%	1%	3%	0%[46.1 µM]	-7	0%	-2%	-6%	-1.3%	2%
O=C(c1cccc(S(=O)(=O)N2CCCC2)c1)N1CCN(Cc2ccccc2)CC1	5%	2%	-9%	-5%	-6%	-38	-4%	-3%	-4%	0.4%	5%
CCOC(=O)c1sc(NC(=O)c2cc3c(C)nn(-c4ccccc4)c3s2)nc1C	1%	·	1%	-2%	·	-3	10%	3%	·	-0.9%	9%
CCOC(=O)c1ccc(S(=O)(=O)Nc2nc3cc(S(=O)(=O)NC4=NCCCCC4)ccc3s2)cc1	-15%	-2%	-21%	-6%	-2%	-7	7%	-6%	-8%	0.0%	2%

Screens deposited in PubChem by National Center for Advancing Translational Sciences (NCATS).
